M1 ag parental: counter-screen for M1 agonists: effect in parental CHO-K1 cells; activation, % at 3 µM; 0.48% of 360,000 active; Fluo-8 calcium fluorescence; scaled to maximal ATP response, vehicle zero; in the data active means activation above about 15%;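 further: untransfected CHO-K1 host cells lacking M1 receptor as counterscreen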
CHO-K1 Ca antag: counter-screen for M1 antagonists: effect in parental CHO-K1 cells | inhibition, % at 3 µM | 0.6% of 360,000 active | ATP-induced calcium, Fluo-8 fluorescence | AID 602250;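 active means inhibition above a per-plate cutoff, the plate's mean sample inhibition plus 3 SD, cut at about 24% in these data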;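 further: 0% = DMSO plus EC80 ATP and 100% = DMSO alone without ATP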
CHO parental Ca: signal in parental CHO cells, OX1R antagonist counter-screen. parental CHO-K1, ATP-induced calcium, Fluo-8 fluorescence. inhibition, % at 5.6 µM. 0.63% of 330,000 active. AID 463079;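 active means inhibition above that plate's mean sample inhibition plus 3 SD, cut at about 26% in these data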;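 further: 0% = ATP-challenged DMSO wells and 100% = DMSO wells without ATP; some compounds past the cut are filed as inactive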
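Material: parental CHO cells / Compound: single nominal dose of 5.6 µM per compound / Signal: Fluo-8 fluorescence / Replicates: singlicate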
M1 PAM parental: nonselective activator or artifact in parental CHO-K1 calcium assay; ATP EC20, Fluo-8 calcium fluorescence; 0% at ATP EC20, 100% at ATP max; 0.02% of 360,000 active; AID 602247; activation, % at 3 µM;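 active means activation above the run cutoff, the mean activation of all test compounds plus 3 SD, cut at about 40% in these data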;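 further: peak over basal fluorescence ratio in a 140 s read after ATP addition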
TAAR1 antag: human TAAR1 antagonism | CHO RD-HGA16 TAAR1, Fluo-8 calcium fluorescence, antagonist | inhibition, % at 3 µM | 1.5% of 360,000 active | AID 624466;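 active means inhibition above a per-plate cutoff, the mean inhibition of test compounds on that plate plus 3 SD, cut at about 49% in these data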;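 further: 0% = DMSO plus EC80 beta-PEA response and 100% = DMSO alone without agonist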
Target sequence (Q96RJ0 whole entry, looked up): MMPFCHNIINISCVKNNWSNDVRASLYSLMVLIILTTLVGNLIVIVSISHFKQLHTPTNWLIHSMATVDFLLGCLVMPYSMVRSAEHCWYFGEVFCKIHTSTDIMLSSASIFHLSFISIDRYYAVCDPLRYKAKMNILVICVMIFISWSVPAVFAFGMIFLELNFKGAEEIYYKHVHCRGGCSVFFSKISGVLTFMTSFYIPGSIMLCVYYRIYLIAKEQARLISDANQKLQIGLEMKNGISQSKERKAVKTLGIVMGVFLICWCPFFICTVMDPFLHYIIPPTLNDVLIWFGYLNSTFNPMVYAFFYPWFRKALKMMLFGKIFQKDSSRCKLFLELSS
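Test system – hTAAR1-expressing CHO RD-HGA16 cells, Gα16-coupled · Also added – β-PEA at EC80 concentration, post-compound challenge · Compound – 3 µM, single point · Incubation – dye loading 75 min at 37 °C, then 30 min room temperature · Measured by – Fluo-8 intracellular calcium dye fluorescence, real-time kinetic reads · Benchmarks – vehicle and agonist controls · Replicates – singlicate, one well per test compound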
OXTR potentiate: human OXTR potentiation. AID 2445. activation, % at 3 µM. 0.061% of 320,000 active. CHO-OTR cells, Fluo-8 calcium fluorescence, potentiator mode; 0% = oxytocin EC15, 100% = EC100;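 active means activation above that plate's cutoff, the mean activation of tested compounds plus 3 SD, cut at about 6.6% in these data, passing the limit was not always enough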;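 further: 100% uses oxytocin at 75 nM as the full agonist control; some results filed as inactive read as strong as hits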
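test system = CHO-OTR cells, human receptor | compound = single-point 3.0 µM | schedule = 6 min compound pre-incubation at room temperature, 100 s kinetic read | signal = Fluo-8 no-wash calcium dye fluorescence, excitation 470-495 nm, emission 515-575 nm | repeats = single well per compound, singlicate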
OXTR ag: human OXTR agonism | P30559 | CHO-OTR cells, Fluo-8 calcium fluorescence; normalized: DMSO 0%, oxytocin 100% | activation, % at 3 µM | 0.32% of 320,000 active;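 active means activation above the mean of all tested compounds plus 3 SD, cutoff set per screening run, cut at about 20% in these data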;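 further: peak over basal fluorescence ratio from a 100 s FLIPR kinetic read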
GPR7 antag: antagonists of human GPR7 (neuropeptides B/W receptor 1); AID 1861; GPR7-expressing cells, fluorescence antagonist assay; 1.1% of 290,000 active; P48145; inhibition, % at 4.4 µM; in the data active means inhibition above about 16%, passing the limit was not always enough;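 further: cells stimulated with the agonist NPW; 0% = agonist with vehicle and 100% = vehicle without agonist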
Target sequence (P48145 whole entry, looked up): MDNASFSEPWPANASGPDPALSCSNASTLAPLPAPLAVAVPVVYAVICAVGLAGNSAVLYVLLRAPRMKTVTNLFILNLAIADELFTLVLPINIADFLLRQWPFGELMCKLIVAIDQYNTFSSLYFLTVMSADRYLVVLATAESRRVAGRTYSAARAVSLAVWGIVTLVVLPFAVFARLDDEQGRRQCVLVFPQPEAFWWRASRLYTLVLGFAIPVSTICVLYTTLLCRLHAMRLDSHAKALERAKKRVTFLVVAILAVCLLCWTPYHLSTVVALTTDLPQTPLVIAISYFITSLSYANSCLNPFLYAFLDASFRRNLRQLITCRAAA
V1aR counter: V1a receptor agonism, counter-screen for OXTR agonists. activation, % at 3 µM. CHO-V1R cells, Fluo-8 calcium fluorescence, agonist mode; 0% DMSO, 100% 3 nM vasopressin. P37288. AID 2797. 0.25% of 320,000 active;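 active means activation above the mean activation of all tested compounds plus 3 SD, per screening run, cut at about 20% in these data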;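 further: signal is peak over basal fluorescence ratio across a 100 second FLIPR read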
Target sequence (P37288 whole entry, looked up): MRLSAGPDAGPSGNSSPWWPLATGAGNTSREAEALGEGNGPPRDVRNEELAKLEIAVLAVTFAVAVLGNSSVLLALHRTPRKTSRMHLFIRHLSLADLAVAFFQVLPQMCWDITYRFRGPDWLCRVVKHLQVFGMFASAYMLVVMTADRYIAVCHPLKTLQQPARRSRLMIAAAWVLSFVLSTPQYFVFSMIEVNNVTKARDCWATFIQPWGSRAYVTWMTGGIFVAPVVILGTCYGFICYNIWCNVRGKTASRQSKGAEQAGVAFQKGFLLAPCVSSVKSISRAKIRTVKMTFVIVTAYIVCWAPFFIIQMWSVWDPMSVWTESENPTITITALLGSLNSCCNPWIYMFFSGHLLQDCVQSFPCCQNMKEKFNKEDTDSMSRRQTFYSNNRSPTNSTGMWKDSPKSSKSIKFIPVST
The depositor's hits bear a star; x = no result given; & = joins results of further samples.

SMILES	M1 ag parental	CHO-K1 Ca antag	CHO parental Ca	M1 PAM parental	TAAR1 antag	OXTR potentiate	OXTR ag	GPR7 antag	V1aR counter
CCCCC(=O)Nc1ccc(C(=O)Nc2cc(C(F)(F)F)ccc2Cl)cc1	0.3	1.7	1.6	16.4	-9.6	-10.1	0.7	-18.2	2.4
COc1ccccc1NC(=O)NC(=O)N(C(C)C)S(C)(=O)=O	0.8	-5.4	-2.7	9.9	-3.6	-6.2	1.5	-0.2	1.3
O=C(Nc1ccc(Cl)cc1Cl)c1ccc2c(=O)n3c(nc2c1)CCC3	1.1	2.5	-19.0	-9.7	-15.3	-5.9	0.9	x	1.9
Cc1cc(N2C(=O)C(=O)/C(=C(/O)c3ccccc3)C2c2cccs2)no1 (stereo not drawn)	0.0	-6.0	-0.5	21.5	-16.3	-5.9	-0.6	-8.2	0.2
COc1cc(NC(=O)c2cncc(-c3ccc(C#N)cc3)c2)cc(C(=O)Nc2cccc(C(F)(F)F)c2)c1	1.5&0.2	1.0&-6.9	-16.3	9.7&-13.9	-10.0&11.8	-3.0	2.0	x	0.8
CCOC(=O)CCNC(=O)Nc1ccc2nc(C)n(Cc3ccccc3Cl)c(=O)c2c1	1.1	4.2	-9.3	-6.0	-12.3	-8.1	1.1	0.8	1.2
Nc1nc2ccccc2n1C(=O)c1cccs1	0.3	-11.1	2.1	-7.8	-30.1	-0.7	0.8	-1.1	-0.4
CCCCCCCC1=NN(c2ccc(S(=O)(=O)O)cc2)C(=O)C1N=O (stereo not drawn)	0.1	-7.1	x	12.9	11.5	x	x	x	x
CCN(CC)Cc1c(C(=O)OC)nnn1-c1nonc1N	0.3	-3.2	8.4	4.6	-2.8	-2.6	3.0	36.6*	1.5
Cc1cc(C)n2c(NC3CCCCC3)c(-c3ccccn3)nc2n1	0.5	-13.3	x	15.2	-7.8	x	x	x	x
CC(C)Cn1c(=O)c2ccccc2c2ccccc2c1=O	-0.1	-19.1	-19.3	3.0	11.6	2.6	-2.5	-2.0	0.0
CC(C)(C)c1cc(=O)n(-c2ccccc2)[nH]1	0.8	-7.3	5.7	-3.4	7.1	-4.2	-1.6	10.3	-0.3
CCCCN(C(=O)CSCc1ccc(C)cc1)c1c(N)n(Cc2ccccc2)c(=O)[nH]c1=O	-0.1	-4.7	x	14.1	-1.7	x	x	x	x
Cc1ccc(C(=O)NCCc2nc3ccccc3[nH]2)cc1[N+](=O)[O-]	0.8	23.7*	-2.0	-11.7	-2.4	-3.6	0.4	-19.1	-0.4
Cc1c(C(=O)N2CCN(C(c3ccccc3)c3ccccc3)CC2)oc2ccccc12	-0.4	4.5	-47.2	-10.7	-24.9	-3.4	0.6	x	0.6
O=C(NC1CC1)c1ccc(S(=O)(=O)NC2CCCCCC2)cc1	0.8	2.2	3.6	-3.7	15.1	-8.7	5.5	-4.0	4.7
Cc1cc(/C=C(/C#N)c2nc3ccccc3[nH]2)c(C)n1-c1cccc([N+](=O)[O-])c1	2.5	-1.5	-9.5	9.3	47.2	-20.3	-2.6	-5.1	-0.3
Cc1sc2nc(C(C)C)nc(SCC(=O)N3c4ccccc4CC3C)c2c1C (stereo not drawn)	0.0	-2.6	-22.1	7.7	-8.0	-0.5	-1.9	-6.6	-0.5
COc1ccccc1C(=O)Nc1nc2nc(-c3ccccc3)cc(=O)n2[nH]1	0.1	-1.5	4.6	15.5	-2.0	-4.4	1.3	0.1	0.2
CCOC(=O)C1(Cc2ccccc2)CCCN(CCCn2cccn2)C1 (stereo not drawn)	-0.1	-9.5	-15.4	3.1	-3.2	-0.6	-0.7	-6.5	-0.8
Cc1ccc(N2C(=O)CC(N(CCc3ccccc3)C(=S)Nc3ccc(N(C)C)cc3)C2=O)cc1 (stereo not drawn)	-0.2	-1.2	-1.3	-1.1	4.0	-12.1	1.1	-13.6	0.3
CSc1nc(C)cc(NC(N)=O)n1	0.5	10.2	-16.2	-2.3	10.3	-13.2	-0.1	-3.5	0.2
CC1(C)CC(=O)C/C(=N\NC(=O)c2cccs2)C1	-0.3	-3.1	-4.6	2.4	0.7	0.2	-1.1	-6.0	-0.5
Cc1nn(-c2ccccc2)c(C)c1C(=O)NNC(=O)C(F)(F)F	0.3	-9.4	-19.3	12.6	0.0	2.7	-0.6	-10.7	-0.2
CCCOc1ccc(Cl)cc1CN1CCOCC1	1.5	-3.8	-21.4	8.7	7.0	-4.1	-2.1	-3.6	-0.1
Other entries
SMILES	M1 ag parental	CHO-K1 Ca antag	CHO parental Ca	M1 PAM parental	TAAR1 antag	OXTR potentiate	OXTR ag	GPR7 antag	V1aR counter
CCCc1cc(=O)[nH]c(SCC(=O)N2CCCC2=O)n1	0.5	1.9	6.1	-5.4	-14.2	-4.5	0.6	x	0.1
OC[C@@H]1CN(Cc2ccccc2)C[C@H](n2cnc3c(N4CCCC4)ncnc32)O1	0.3	-7.0	x	6.8	-14.7	x	x	x	x
O=C(O)CCC(=O)N1N=C(c2cccs2)CC1c1ccc(Br)cc1 (stereo not drawn)	-0.3	-10.3	1.6	9.0	-9.6	-4.2	-0.2	-2.9	0.6
O=C1C(C2=NC(C(=O)O)C3C(=O)N(c4ccc(Cl)cc4)C(=O)C23)=C(O)c2ccccc21 (stereo not drawn)	0.3	-6.8	0.4	4.6	-1.6	-11.1	-0.5	-2.9	0.6
Clc1ccc(Cc2noc(Cc3ccccc3)n2)cc1Cl	-0.1	-3.9	-7.8	20.9	8.9	-1.1	-0.7	-4.9	0.1
Cc1cc2ncn(S(=O)(=O)N3CCOCC3)c2cc1C	0.0	-1.1	-25.1	-6.1	-18.5	-11.1	-1.8	-3.6	-1.1
COc1ccc(C(=O)NNC(=O)c2cccc(F)c2)cc1	0.7	-7.3	11.6	16.4	-11.3	-8.9	0.3	-2.4	0.5
COc1cc(/C=C2\C(=O)ON=C2c2ccccc2)cc(Cl)c1O	0.9	-15.5	15.8	3.6	38.5	-2.2	2.0	-3.9	2.2
CCOC(=O)c1c(C)[nH]c(C(=O)OCc2ccc(F)cc2)c1C	0.6	-5.4	x	-4.9	15.1	x	x	-14.7	x
Cc1cc(O)c(C=Nc2ccc(N3CCOCC3)cc2)c(C)c1Cl	-0.3	-11.4	-5.9	9.7	0.4	0.7	1.4	-20.0	-0.1
N#CC1=C(Nc2ccc(Br)cc2)CCC1	-0.3	13.4	-15.3	-6.2	3.4	-10.6	-1.1	9.3	-0.2
CCCCC(=O)Nc1cccc(-c2cn3ccsc3n2)c1	1.0	-6.0	-25.3	2.3	-4.7	-4.1	-0.6	-6.7	-1.1
COC(=O)c1cnc(Nc2cc(C)ccc2OC)c2ccccc12	1.1	7.4	-18.2	-0.2	-30.8	-1.3	-2.1	-29.5	-2.3
Fc1cccc(-c2cc3nc4c(c(N5CCC6(CC5)OCCO6)n3n2)CCCC4)c1	0.2	-21.2	1.0	7.3	0.1	-6.6	-1.3	-7.1	-0.4
CNC(=O)N(O)C1N(NC(=O)Nc2ccccc2)C(=S)SC1(C)C (stereo not drawn)	-0.4	5.9	-17.8	-20.3	-19.1	2.7	-0.4	7.9	0.2
O=C1CC2CC1C(C(=O)O)C2C(=O)O (stereo not drawn)	1.4	-13.9	x	22.4	0.1	x	x	x	x
CCOC(=O)C1=C(O)/C(=C\c2sccc2C)N=C1C	-0.2	-2.0	-8.9	9.3	10.4	-2.5	-0.1	0.4	0.4
CCc1ccccc1OCC(=O)Nc1ccc2c(c1)OCCO2	-0.1	-14.2	-15.0	7.6	1.2	-6.6	-1.5	-2.9	-0.4
O=C(Cc1ccccc1)c1c[nH]c(C(=O)C(Cl)(Cl)Cl)c1	3.8	-10.2	3.5	18.3	6.9	-15.0	0.7	3.7	-0.2
CC(OC(=O)C1=NN(c2ccccc2)C(=O)CC1)C(=O)NC1CCCCC1C (stereo not drawn)	0.7	-20.8	-7.8	20.4	-1.2	0.1	-0.2	x	0.1
O=C(NCC1CCCO1)C(c1ccncc1)N(Cc1ccc(F)cc1)C(=O)CN1C(=O)c2ccccc2S1(=O)=O (stereo not drawn)	0.4	-2.6	-10.8	13.4	-1.4	-0.5	-2.9	-10.3	-0.6
O=C(CSc1nn(-c2ccccc2)c(=S)s1)Nc1ncccn1	1.3	-23.5	-18.8	18.2	18.2	-12.4	0.0	-14.4	0.7
Cc1nc2ccccn2c1C(=O)NNS(=O)(=O)c1ccc(C(C)(C)C)cc1	13.7	20.0	35.2	1.9	32.4	-15.9	15.6	-1.3	14.6
COc1ccccc1-c1sc2cc3c(cc2c1C#Cc1cncn1C)OCO3	0.2	-12.4	-9.9	11.8	6.7	-5.8	0.3	x	0.1
COc1ccc(/C=C2/SC(=S)N(CCCC(=O)Nc3ccc(O)cc3)C2=O)cc1	2.6	-8.1	0.9	18.7	-14.9	-6.9	3.8	-7.5	3.9

Arranged by the number under OXTR potentiate (rising): 3 from the list above.
SMILES	OXTR potentiate
Cc1cc(N2C(=O)C(=O)/C(=C(/O)c3ccccc3)C2c2cccs2)no1 (stereo not drawn)	-5.9
Cc1c(C(=O)N2CCN(C(c3ccccc3)c3ccccc3)CC2)oc2ccccc12	-3.4
CC(C)Cn1c(=O)c2ccccc2c2ccccc2c1=O	2.6

The listing continues.
SMILES	M1 ag parental	CHO-K1 Ca antag	CHO parental Ca	M1 PAM parental	TAAR1 antag	OXTR potentiate	OXTR ag	GPR7 antag	V1aR counter
CC(=O)/C(=N\Nc1ccc(Cl)cc1Cl)Sc1nnc(-c2ccccc2)n1-c1ccccc1	0.8	-9.2	-17.5	16.7	-19.2	0.4	-1.0	-1.8	0.6
O=C(O)c1ccc2c(=O)n3c(nc2c1)/C(=C/c1cccc(O)c1)CC3	1.7	-12.7	-7.2	7.9	1.2	-11.4	-0.8	0.5	0.1
Nc1nnc(SCC(=O)Nc2ccc3nc(SCC(=O)Nc4ccccc4)sc3c2)s1	9.1	30.0*	21.6	-11.6	48.9*	-9.7	1.8	30.6*	2.4
CCO[C@H]1OC(C(=O)N2CCOCC2)=C[C@@H](C)[C@@H]1CCCO	-0.3	-5.7	2.4	11.8	-1.1	-1.1	0.5	-13.1	0.0
C=CCn1c(SC(C)C(=O)NCC2CCCO2)nnc1-c1ccc(OC)cc1 (stereo not drawn)	0.4	-12.0	-12.0	11.2	1.7	-1.4	0.3	x	1.2
COC(=O)c1c(NC(=O)CSc2ncnc3c2cnn3-c2ccccc2Cl)sc2c1CCCC2	0.2	-12.0	-6.0	12.4	-3.0	-15.8	-0.6	-15.9	-0.3
COc1ccc(S(=O)(=O)N(C)CC(=O)NC2CCCCC2)cc1OC	0.3	-11.4	-9.7	-4.9	-11.9	-3.4	0.3	-13.4	0.7
Fc1ccccc1CN1CCC(Cc2ccccc2)CC1	0.3	-4.9	-9.8	6.8	-10.7	-7.7	-1.4	-14.3	0.8
O=C(c1cccc([N+](=O)[O-])c1)c1ccc2c(c1)OCCOCCOCCO2	1.1	-0.9	-15.6	-1.1	-28.4	-4.0	1.3	-10.1	7.2

Rows are unselected; about 3.5% have a hit in one of these screens.
